# Screening results from PubChem.
# HIF-2a inh: HIF-2a reporter inhibitors, primary screen, luminescence, 786-0 RCC cells; inhibition, % at 18.8 µM; AID 624352, 2012; 786-0 RCC cells HIF-2a reporter, luciferase luminescence, overnight; 360,000 compounds, 0.72% hits;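 active = inhibition of the luminescence signal of 40% or more relative to plate controls, in a single-dose primary screen at 18.75 µM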
# aDG glyco act: activators of alpha-DG glycosylation, primary screen, uHTS, Pro5-aDG cells, AlphaScreen. alpha-DG glycosylation AlphaScreen (IIH6); 0% Pro5, 100% B10-LARGE cell signal. activation, % at 10 µM. 360,000 compounds, 0.22% hits. AID 624168, 2012;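 active = activation of at least 8% versus controls, or a plate z-score of at least 8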;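 note: Pro5 are CHO cells carrying HIG-tagged alpha-DG that lacks glycosylation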
# CaV13 ICDI inh: Disruptors of the CACNA1D IQ motif to Ca2+-dependent inactivation inhibitor domain association, primary screening, Förster resonance energy transfer in intact living …; HEK cells, CFP/YFP FRET ICDI-IQ, plate reader, 10 min; percent FRET-ratio fall versus neutral wells; inhibition, % at 12.3 µM; 340,000 compounds, 0.098% hits; AID 743397;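 active = mean replicate inhibition of at least 30% and at least 1% of replicates passing that level; inconclusive = only one of the two criteria is met; inactive = neither criterion is met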;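 note: 0% = median of the neutral control wells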
# NR2E3 ag-1: inhibitors of NR2E3-RetCOR corepressor binding, primary screen, NR2E3 agonist project, biochemical, TR-FRET, GST-NR2E3, biotin-RetCOR | 1536-well | inhibition of corepressor binding, % at 4.78 µM | AID 2300, 2010 | 320,000 compounds, 0.12% hits | Photoreceptor-specific nuclear receptor (Homo sapiens), Q9Y5X4;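 active = percent inhibition above the cutoff of mean plus 3 SD of all tested compounds, set per screening campaign, cut at about 20% in these data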;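 note: 0% = DMSO wells and 100% = biotin wells as full block of FRET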
# Target sequence (Q9Y5X4 whole entry, looked up): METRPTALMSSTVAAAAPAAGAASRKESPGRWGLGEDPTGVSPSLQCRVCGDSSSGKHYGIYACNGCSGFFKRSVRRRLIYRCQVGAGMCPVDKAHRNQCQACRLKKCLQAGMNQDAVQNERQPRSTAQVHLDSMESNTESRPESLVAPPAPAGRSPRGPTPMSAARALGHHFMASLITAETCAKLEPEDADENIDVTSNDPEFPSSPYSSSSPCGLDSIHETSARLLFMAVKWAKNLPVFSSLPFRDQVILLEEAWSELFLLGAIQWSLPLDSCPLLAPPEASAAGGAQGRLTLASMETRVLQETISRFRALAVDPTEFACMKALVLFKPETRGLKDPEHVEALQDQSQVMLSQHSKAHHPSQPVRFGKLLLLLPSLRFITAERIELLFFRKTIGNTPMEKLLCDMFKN
#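 Material – GST-tagged NR2E3 plus biotinylated RetCOR corepressor · Quantity – NR2E3 fusion 1.35 nM · Times – 5 h incubation at 4 °C · Medium – pH 7.5 Tris-based buffer · Technique – TR-FRET, Eu(K)-anti-GST donor, streptavidin-D2 acceptor, ex 340, em 617/671 nm · Benchmarks – high control biotin, low control 0.6% DMSO · Format – 1536-well plates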
# Vif inh: HIV Vif self-association inhibitors, primary screen, imaging, HEK293T, single point | inhibition, % at 7.49 µM | HEK293T cells, Vif self-association by quenched fluorescence, 24 h | 340,000 compounds, 0.35% hits; in the data active = inhibition above about 50%, passing the limit was not always enough; inconclusive = no clear call, values can overlap the other calls; inactive = below about 31%; note: some results filed as inactive read as strong as hits
# Granule exo inh: LAMP-1 surface exposure blockers, TALL-104 cells – cell-based, flow cytometry, MLPCN library, primary screen; inhibition, % at 10 µM; 360,000 compounds, 0.66% hits; TALL-104 LAMP-1 surface exposure; cells stimulated with thapsigargin and PMA;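 active = inhibition above about 55%, limit read from the data; inconclusive = no clear call, values can overlap the other calls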
# hiPSC survival: enhancers of single-cell hiPSC survival, primary screen, ATPlite luminescence | 100% = ROCK inhibitor wells, 0% = DMSO | survival enhancement, % at 20 µM | 360,000 compounds, 0.044% hits | AID 602274, 2012; in the data active = survival enhancement above about 18%;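 note: cells exposed to compounds for 16 hours before the ATP read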
# NR2E3 ag-2: NR2E3 agonists in two-hybrid cells, primary screen, cell-based, luminescence, CHO-S, Gal4-NCOR/VP16-NR2E3. Photoreceptor-specific nuclear receptor (Homo sapiens), Q9Y5X4. luciferase. inhibition of corepressor binding, % at 3.98 µM. 360,000 compounds, 0.35% hits. AID 602229, 2012;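 active = inhibition above the mean of all tested compounds plus 3 SD, cut at about 70% in these data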;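 note: 0% = DMSO with NR2E3 transfected cells and 100% = cells lacking NR2E3 construct; higher means lower luciferase signal from less NR2E3 corepressor binding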
# Peg3 prom inh: Peg3 promoter-driven luciferase inhibitors, primary screen, cell-based, HeLa, luciferase luminescence. HeLa PEG-Prom luciferase reporter, overnight. inhibition, % at 20 µM. 360,000 compounds, 1.7% hits;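 active = inhibition of at least 50% at 20 µM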
# TRPM1 prom inh: inhibitors of MITF-dependent TRPM1 promoter reporter, primary screen, cell-based, SK-MEL-5, single point, luciferase; SK-MEL-5 TRPM1 promoter luciferase, 24 h; inhibition, % at 12.5 µM; 330,000 compounds, 0.83% hits; AID 488899, 2010;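 active = mean inhibition across replicates of 60% or more, whatever share of single replicates reaches that level; inconclusive = some that reach 60%, reason not given; inactive = mean inhibition across replicates below 60%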; note: values of inactives mirror those of a sister screen read the other way
# PDI turbidity: inhibitors of human PDI, primary screen, biochemical, turbidity, single point, plate reader; Protein disulfide-isomerase (Homo sapiens), P07237; PDI insulin aggregation turbidity, A650, 90 min; inhibition, % at 10 µM; 350,000 compounds, 0.052% hits;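 active = mean inhibition across replicates of 30% or more, whatever share of single replicates reach that level; inconclusive = mean inhibition below 30% while every single replicate reaches 30%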;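 note: absorbance from insulin aggregation driven by PDI reduction with DTT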
# Target sequence (P07237 whole entry, looked up): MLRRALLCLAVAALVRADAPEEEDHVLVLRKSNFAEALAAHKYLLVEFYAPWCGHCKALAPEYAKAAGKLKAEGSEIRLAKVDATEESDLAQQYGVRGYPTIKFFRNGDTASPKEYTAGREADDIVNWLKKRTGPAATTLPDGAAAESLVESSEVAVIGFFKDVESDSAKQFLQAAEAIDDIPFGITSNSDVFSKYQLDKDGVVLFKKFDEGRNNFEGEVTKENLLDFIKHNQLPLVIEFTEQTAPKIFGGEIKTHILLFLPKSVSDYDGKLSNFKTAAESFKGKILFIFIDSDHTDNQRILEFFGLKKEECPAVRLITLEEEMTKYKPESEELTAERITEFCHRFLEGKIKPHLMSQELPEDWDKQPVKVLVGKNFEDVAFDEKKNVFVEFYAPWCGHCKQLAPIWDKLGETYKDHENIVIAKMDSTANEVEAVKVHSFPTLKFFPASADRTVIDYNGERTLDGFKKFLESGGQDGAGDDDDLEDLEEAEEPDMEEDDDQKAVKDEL
# Starred values were filed as active, the others as inactive; ? = inconclusive; nt = no result given.
# Each structure is followed by: HIF-2a inh, aDG glyco act, CaV13 ICDI inh, NR2E3 ag-1, Vif inh, Granule exo inh, hiPSC survival, NR2E3 ag-2, Peg3 prom inh, TRPM1 prom inh, PDI turbidity
Cc1ccc2cc(CCNC(=O)C(=O)c3c(C)[nH]c4ccccc34)c(=O)[nH]c2c1
  26, -0.5, -2, 4, -1, 3, 1.0, 20, 20, 8, 10
Cc1ccc(C(=O)C(OC(=O)COc2ccccc2C)c2ccccc2)cc1 (stereo unspecified)
  3, -0.2, nt, -1, 11, 3, -0.8, -8, -5, -1, 0
CC(Sc1nnc(-c2cc3ccccc3o2)n1-c1ccccc1)C(=O)O (stereo unspecified)
  16, -0.3, -2, 0, 7, -1, 2.1, -17, 6, 11, 5
O=c1ccc(S(=O)(=O)N2CCCC2)cn1Cc1ccc(F)cc1
  -5, 0.2, -5, 1, 3, 1, -0.5, -9, 2, 4, 3
COc1cc2c(cc1OC)[C@@H]1Cc3cc4c(cc3[C@H](C2)N1C)OCO4
  5, -0.2, -4, 0, -8, 79*, 1.8, -10, 0, 3, -1
COc1ccc(CC(=O)Oc2ccccc2C)cc1
  13, 0.0, -20, -1, 6, -3, 0.4, -24, -13, 12, -17
Cc1ccc(-c2nnc(-c3ccc(NC(=O)c4ccco4)cc3)o2)cc1
  -127, 0.5, -6, 4, 6, 88*, 3.1, -46, -70, -13, -12
CC(C)(C)C(=O)NC(=C(Cl)Cl)P(=O)(O)O
  11, 0.0, -6, 4, -4, -3, -1.7, 9, 3, -1, 1
CCOc1ccc(NC(=O)[C@H](C)NC(=O)C2CC(=O)N(c3ccc(OC)cc3)C2)cc1 (stereo partly specified)
  3, -0.4, -7, -1, 1, 0, -0.4, 11, -6, -7, 5
Cn1c(CNC(=O)CCNC(=O)c2ccccc2)cc(=O)n(C)c1=O
  11, -0.4, -3, 1, -3, 0, -0.1, -37, 6, 1, 1
COc1ccc(C(=O)COC(=O)c2cc(S(=O)(=O)N3CCCCC3)ccc2N2CCOCC2)c(OC)c1
  13, -0.3, -1, 2, -12, 0, 0.0, -30, 18, 7, 1
COc1cc(CN=Cc2c(O)n(Cc3ccccc3)c(=S)[nH]c2=O)cc(OC)c1
  15, 0.0, -5, -3, 0, 1, -0.7, -14, 12, 2, -3
CCCn1c(N)c(N2CCCCC2)c(=O)n(CC(=O)Nc2ccc(C(C)=O)cc2)c1=O
  8, -0.1, -6, nt, ?, -4, -0.2, -2, -7, 7, -11
Clc1ccc(-n2ncc3c(NCCN4CCOCC4)ncnc32)cc1
  -2, -0.3, 2, -2, 0, 3, 3.0, 46, -64, 7, 3
Cc1ccc(SC(C)C(=O)N2CCN(c3ccccc3)CC2)cc1 (stereo unspecified)
  5, 0.5, -20, -3, 0, 13, -0.5, 0, 12, 5, 3
Cc1ccc(CSCC(=O)NCc2ccc3c(c2)OCO3)cc1
  12, 0.0, -2, -1, -3, -3, -0.1, -22, 16, 1, -1
COC(=O)N1CC(=O)N(OC)C1c1ccc(Cl)cc1Cl (stereo unspecified)
  7, 0.1, -5, 1, 1, 4, 0.8, 9, 13, 5, -6
CCC(C)OC(=O)C1=C(C)NC(=O)NC1c1ccc(F)cc1 (stereo unspecified)
  20, -0.1, -6, -2, 1, -4, 1.4, -39, 8, 8, -3
c1cc(SSc2ccncc2)ccn1
  4, -0.1, -17, 1, -10, 22, -0.4, 9, 3, 10, -7
Cc1ccc(NC(=O)CN(Cc2ccccc2)S(C)(=O)=O)cc1C
  13, 0.0, -6, 2, 5, 0, 0.4, 4, 15, 6, -1
O=C(/C=C/c1cn(CC(O)CN2CCCCCC2)c2ccccc12)c1cccs1 (stereo unspecified)
  -56, 0.8, -13, -4, nt, 12, -3.8, -22, -18, 8, 6
CC(NC(=O)CN(C1CCCCC1)S(C)(=O)=O)c1ccccc1 (stereo unspecified)
  8, 0.2, -3, -2, 14, -3, -0.1, -28, 1, -5, 7
Clc1ccc(-c2nnc(COc3ncnc4sccc34)o2)cc1
  -91, -0.1, -3, 4, nt, 3, 0.1, -6, -68, 0, 3
Cc1cccc(C)c1NC(=S)N(CCN(C)C)C(C)c1ccccn1 (stereo unspecified)
  9, -0.1, -7, 1, 1, 5, 0.8, -10, 9, -1, 8
O=C(NCCO)c1cc2cc(Cl)cc(Cl)c2oc1=O
  1, 0.5, -4, 0, 0, -12, -1.6, -8, 9, 17, 5
CN(C)S(=O)(=O)c1ccc(N2CCCC2=O)c([N+](=O)[O-])c1
  5, 2.2, -5, -5, nt, -2, -0.6, 20, 12, -3, -3
CCOc1cc(C=NNC(=O)c2cccc(S(=O)(=O)N3CCCC3)c2)ccc1O
  10, -0.3, -6, nt, -10, -3, 0.3, -14, -4, 4, -1
O=Cc1c(N2CCSCC2)nc2ccccn2c1=O
  16, -0.1, -3, 2, 6, -2, -0.6, -22, 6, 4, 9
Cn1c(=O)c(=O)n(C)c2cc(S(=O)(=O)N3CCN(c4cccc(C(F)(F)F)c4)CC3)ccc21
  20, 0.1, nt, 3, -3, -1, 0.4, -1, 7, 13, -3
CC1(c2nnc(-c3cccc(Cl)c3)o2)CC(c2cccnc2)=NO1 (stereo unspecified)
  1, -0.3, -6, 0, 6, 1, -2.0, -14, 2, 6, 0
O=C1CC(NCc2ccco2)C(=O)N1CCc1ccccc1 (stereo unspecified)
  -12, -0.2, -5, 0, 5, 4, -1.5, -14, 6, -12, 6
COCCNC(=O)c1cc(-c2ccc3c(c2)OCO3)on1
  -153, -0.1, -3, 3, nt, 12, -1.7, -102, -118, -9, 1
COCCCNC(=O)C[C@H]1C[C@H](C(=O)N2CCOCC2)[C@@]2(C)c3[nH]c4cc(CCC(=O)N(C)C)ccc4c3CCN2C1=O
  12, -0.3, -9, nt, -8, 7, 4.4, -10, -2, -7, 2
O=C(Nc1ccc(OC(F)(F)F)cc1)N1CCc2nc(NCc3cccc(Oc4ccccc4)c3)ncc2C1
  -5, 1.4, -12, nt, -35, 2, -3.4, 62, 44, nt, -4
Cc1cc(C)c(NC(=O)CNC(=O)COC(=O)Cc2cccs2)c(C)c1
  15, -0.1, -7, -3, -3, 0, 0.1, 0, -3, 1, 2
Cc1ccc(C(=O)NC2CCSC2=O)cc1 (stereo unspecified)
  -44, -0.2, -9, -2, 8, 8, -2.1, 11, -9, 4, 2
CCOC(=O)c1cnn(-c2nc(-c3ccc(C)cc3)cs2)c1C(F)(F)F
  -154, 3.5, -5, -1, -2, 4, 2.6, -26, -23, 0, 3
CCOc1ccc(S(=O)(=O)N2CCCCC2)cc1NC(=O)CN1C(=O)NC(C)(c2ccccc2)C1=O (stereo unspecified)
  19, 0.4, -6, 2, 12, -2, 0.3, 4, 9, 6, 9
O=C(Cc1ccccc1)Nc1ccc(NC(=O)c2ccccc2)nc1
  -230, 0.0, -6, 0, 2, 0, -0.5, -69, -247, -78, 7
O=C(Cc1cccc(NC(=O)C2CCCN(C(=O)CCc3ccccc3)C2)c1)Nc1cccc(C(=O)N2CCCCC2)c1 (stereo unspecified)
  3, 0.3, -5, nt, 3, -2, 0.1, -13, 3, 13, 5
CC(C)c1ccc([C@@H]2O[C@H](CCc3ccccc3)Cc3[nH][nH]c(=O)c32)cc1
  9, 0.1, -5, nt, nt, -1, 0.6, -3, nt, nt, nt
Clc1ccc(OCCCCN2CCCCC2)cc1
  15, 0.1, nt, 1, -3, 4, -0.3, 6, 14, -5, -8
CN(C)CCCN(C(=O)COc1ccc(Cl)cc1)c1nc2cc3c(cc2s1)OCCO3
  -43, -0.1, -1, 0, -8, 33, 0.2, -9, -85, -6, -4
Cc1cc(C)nc(N/N=C/c2cn[nH]c2-c2ccccc2)n1
  5, -0.1, -5, 2, -4, 0, -0.5, 16, 13, 7, 0
Cc1nc(C)c(C(=O)N2CCCC(CCC(=O)NCc3ccc(F)c(F)c3)C2)s1 (stereo unspecified)
  -22, -0.2, -7, -2, 4, -2, 0.5, -5, 10, -11, -4
COc1cc(C2CC(=O)N(CC(=O)NCc3ccco3)c3ccccc3S2)cc(OC)c1OC (stereo unspecified)
  15, -0.1, -7, 2, 21, 2, -2.6, -33, 22, 2, 14
O=C(Nc1nccs1)c1cc2c(s1)CCCCC2
  51*, 0.3, -6, 4, nt, -3, -2.9, -35, 58*, 46, 5
CC1CCc2nc(NC(=O)CN3CCN(Cc4ccc5c(c4)OCO5)CC3)sc2C1 (stereo unspecified)
  -5, -0.1, -6, 1, 8, 3, -2.7, 27, 36, 1, -2
COc1cccc(-n2c(N)c(C(=O)Nc3c(C)n(C)n(-c4ccccc4)c3=O)c3nc4ccccc4nc32)c1
  8, 0.0, -5, 5, -7, -19, -0.8, 40, 60*, 13, 0
CCCCN(CC)C(=O)c1ccc(Cl)c(Cl)c1
  -14, 0.2, -4, 0, nt, 0, 2.3, -21, -19, -6, 4
COc1cccc(-c2ncc3ccccc3c2COC(=O)N(C)C)c1
  -15, 0.0, -9, 5, nt, -9, -1.0, 2, -6, -6, -2
Cc1ccc(S(=O)(=O)N2C[C@H]3C(=O)C[C@@H](c4ccccc4)N(S(=O)(=O)c4ccc(C)cc4)[C@H]3C[C@H]2c2cccc3ccccc23)cc1
  11, -0.5, -7, nt, 9, -4, -0.3, 2, -2, nt, nt
CC(=O)C1=C(C)OC(N)=C(C#N)C1c1cccnc1 (stereo unspecified)
  5, 0.3, -6, -1, -1, 0, -0.3, -10, 14, 8, -7
COc1ccc(CCNC(=O)CCNC(=O)N2CC(=O)Nc3ccccc32)cc1OC
  8, 0.5, -7, 0, 7, 10, -0.2, -8, -4, 5, 4
Cc1nc(C)c(C(=O)OCC(=O)NCCc2ccc(F)cc2)s1
  -8, 0.0, -4, nt, -2, 1, -0.1, -11, 5, 4, 0
CC(=O)OCC(=O)NCCCOc1cccc(CN2CCCCC2)c1
  10, 0.0, -8, -3, -14, -4, 1.1, -2, 12, -16, -2
COc1ccc2c(c1)OCC(O)(c1ccccc1)C2=O (stereo unspecified)
  -14, 0.3, -5, nt, 1, 8, -2.3, -29, 3, 3, -3
Cc1ccc(-c2c3c(=O)n(C)c(=O)n(C)c3cn2-n2cnnc2)cc1
  27, -0.4, -9, 1, 4, -2, -3.8, 8, 19, -3, 3
